# SSB-PriA inh – blocks PriA binding to SSB C-terminal tail | AlphaScreen SSBct-PriA binding, biotinylated peptide | inhibition, % at 33 µM | 430,000 compounds, 0.6% hits; in the data active = inhibition mostly above about 37%, no sharp cut-off; inactive = mostly below about 20%;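 note: plate controls were negative control peptide for no effect and reference peptide for full effect; strong numbers were not always called active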
# An asterisk follows results filed as active; & = joins results of further samples; ! = not active in a repeat. Not all compounds are listed; the hit share may differ from the screen's.
SMILES,SSB-PriA inh
Cc1nc(-c2ccccn2)n[nH]1,99*!
CSc1ccccc1CN1CCC(CNS(=O)(=O)Cc2ccccc2Cl)CC1,-9
COc1ccc(-c2c3c(nc4sc(C(=O)NC[C@H]5CCCO5)c(N)c24)CC(C)(C)CC3=O)cc1,-14
CNC(=O)c1c(NC(=O)c2cc(Cl)sc2Cl)sc2c1CC[C@H](C)C2,-17
CCC(C(=O)Nc1ccc(-n2ccnc2)nc1)c1ccccc1 (configuration not stated),32
Cc1ccc(N2CCCS2(=O)=O)cc1NC(=O)C(=O)NCc1ccccn1,-6&1
COCCCNC(=O)c1nc(-c2cnccn2)no1,-9
O=C(Nc1ccc(F)cc1)N1CCN(c2ccc3nncn3n2)CC1,1
CC(C)S(=O)(=O)c1ccc(C(=O)Nc2ccccc2Oc2ccccc2)cc1,-21
COc1ccc(CNC(=O)Nc2ccc(N3CCCS3(=O)=O)cc2)cc1OC,-7
O=C(CSc1nnc(CCN2C(=O)c3cccc4cccc(c34)C2=O)n1-c1ccccc1)N1CCN(CCO)CC1,-6
COc1cccc(C2C(=C(O)c3ccccc3)C(=O)C(=O)N2Cc2ccco2)c1 (configuration not stated),-1
O=C(CNC(=O)c1cccc(Br)c1)NN=Cc1ccc[nH]1,1
CCc1nc2c(sc3cccc(F)c32)c(=O)n1CC(=O)Nc1ccc(C)cc1Cl,-3
O=C(O)c1c[nH]c2cc(F)cc(F)c2c1=O,-2
Cn1cnc(S(=O)(=O)NCCNC(=O)c2ccc(Cl)s2)c1,-2
O=C(Nc1nc(C(=O)NCCOc2ccc(F)cc2)co1)c1ccsc1,6
O=C(Nc1ccccc1-c1cn2ccccc2n1)c1ccc(Cn2ccnc2)cc1,14
Cc1cncnc1N1CCN(C(=O)Nc2cccc(C)c2C)CC1,-1
COc1ccc(Cl)c2sc(NC(=O)C3CCCN(S(C)(=O)=O)C3)nc12 (configuration not stated),-8
Cc1noc(C)c1S(=O)(=O)NCC1(O)CCCC1,-19
O=C(Nc1ccncc1NC(=O)c1cccc(N2C(=O)CCC2=O)c1)c1cccc(N2C(=O)CCC2=O)c1,-11&2
CC(=NNS(=O)(=O)c1ccc(Br)cc1)c1ccncc1,-13
CC1(C)Oc2ccc3ccc(=O)oc3c2C(C=NO)C1=O (configuration not stated),-11
COc1cc(Nc2ccc(NC(=O)c3ccccc3C(F)(F)F)cc2)nc(C)n1,8
COc1ccc(Cl)cc1C(=O)NNc1cc(=O)n(C)c(=O)n1C,4
CC1(C)Cc2cccc(OCC(=O)N3CCN(C(=O)C4CC4c4cccs4)CC3)c2O1 (configuration not stated),-6
CS(=O)(=O)c1ccc2nc(NC(=O)c3cccn(OCc4ccccc4F)c3=O)sc2c1,-8
COc1ccccc1C1(CNS(=O)(=O)c2cnn(C)c2)CCOCC1,3
COC(=O)C(C)(Cl)CNS(=O)(=O)c1ccccc1 (configuration not stated),5
CSc1cccc(C(=O)Nc2nnc(-c3cc(C)ccc3C)o2)c1,5
O=C(NCc1ccsc1)C(=O)Nc1cccc(C(F)(F)F)c1,-10
CCOc1ccc(/C=C2\SC(=S)N(CC(=O)N(CCO)Cc3ccccc3)C2=O)cc1,12
O=C(Nc1ccccc1F)c1cc(C2CCN(C(=O)Cc3ccsc3)CC2)[nH]n1,-2
Nc1nn2c(-c3ccccn3)nnc2s1,60*
O=C(CCC1=NS(=O)(=O)c2ccccc2N1)NC1CCCC1,2
O=C(CNC(=O)c1ccccc1F)NN=Cc1cn[nH]c1-c1ccccc1,5
Cc1ccccc1-c1ccc(N2CCN(C(=O)CC(C)C)CC2)nn1,1
Cc1nnc(SCC(=O)NCC2CCCO2)c2c1cnn2-c1ccccc1 (configuration not stated),-8
CCCN(CCC)Cc1c(C(=O)NN=C/C(C)=C\c2ccco2)nnn1-c1nonc1N,1
Cc1cc(NC(=O)C(=O)NCC2(c3ccc(F)cc3)CC2)no1,-6
CSc1cccc2sc(Nc3cccc(C)c3C)nc12,-20
Cc1cc(NC(=O)Cn2nc(-c3ccco3)n(C3CC3)c2=O)no1,-17
COCCn1cc(NC(=O)NCc2cccs2)c2ccccc21,-4&-1
CN(C)c1nccnc1O[C@H]1CCCN(C(=O)c2cc(=O)c3ccccc3o2)C1,-7
Cc1ccc(S(=O)(=O)N=C2C=C(C3C(=O)CC(C)(C)CC3=O)C(=O)c3ccccc32)cc1,-2
Cc1ccccc1OCC(=O)N1CCN(c2nc(-c3ccsc3)cs2)CC1,-14
O=C(NCCn1ccc(-c2ccccn2)n1)[C@H]1CC(=O)N(c2ccccc2)C1,-4
O=C(CCC(=O)N1CC2C[C@H](C1)Cn1c2cccc1=O)NCc1ccccc1,-5
COc1ccc(OC)c(NC(=O)c2cccc3nc4ccccc4nc23)c1,-3
CCOc1cccc(C=NNC(=O)c2cccnc2)c1O,2
Cc1ccccc1C(=O)NCCn1ncc2c(=O)n(Cc3ccccc3)cnc21,-31
COc1ccc(Br)c(C(=O)N2CCC(N3CCc4sccc4C3)CC2)c1,-5
O=C(Nc1cccc(-c2csc(Nc3ccc(F)cc3F)n2)c1)C1CCOC1 (configuration not stated),3
CN(C)C(CNC(=O)c1cccc(F)c1)c1ccco1 (configuration not stated),-28
COc1cccc([C@@H]2SCCN2C(=O)c2ccc3nsnc3c2)c1,3
O=C(NCc1cncc(-c2ccsc2)c1)C1CC=CCC1 (configuration not stated),-4
CO[C@@H](CNC(=O)N1CCNC1=O)c1cccc(F)c1,-15
CC(=O)Nc1ccc(CC(=O)N2CCc3cnc(N4CCOCC4)nc3C2)cc1,9
COCCNC(=O)Cn1c(=O)c2c(N3CCN(C(=O)C4CC4)CC3)ccnc2n(C)c1=O,-5

# Later entries:
SMILES,SSB-PriA inh
CCOc1ccc(C(=O)NC2CCC(Oc3ncccn3)CC2)cn1 (configuration not stated),-5
Cc1csc(CN2CCN(C(=O)COc3ccccc3)CC2)n1,-2
COC(=O)C1CCN(C(=O)Cc2c(C)nc(SCc3ccccc3F)[nH]c2=O)CC1,-23&-13
CCS(=O)(=O)c1ccc(CC(=O)Nc2nc(-c3cc(Cl)ccc3Cl)cs2)cc1,-20
O=C(Nc1c(-c2ccccc2)nc2ccccn12)c1cccc([N+](=O)[O-])c1,-4
CCOc1cc(C=NNS(=O)(=O)c2ccc(OC)cc2)ccc1OCCN1CCOCC1,-7
CCn1c2ccccc2c2cc(C3c4c(n[nH]c4C)OC(=N)C3C#N)ccc21 (configuration not stated),13
Cc1ccc(-c2cc3c4nnc(CCC(=O)NCc5ccc(F)c(Cl)c5)n4ccn3n2)cc1C,-11
COc1ccc(C2(C(=O)NCC3(O)CCOCC3)CCOCC2)cc1,-2
CCc1nc(-c2ccc(N3CCN(C(=O)c4ccc(S(=O)(=O)N(C)C)cc4)CC3)nc2)no1,-4
O=C(Nc1cc(N2CCCC2)ncn1)C1CCCN(c2ccc(-c3cccs3)nn2)C1 (configuration not stated),-4
O=C(c1ccc(F)c(F)c1)N1CCCC(c2nnc(-c3cccs3)o2)C1 (configuration not stated),-12
Cc1cccc(NC(=O)[C@@H]2CSc3ncc(C)c(=O)n3C2)n1,0
COC(=O)c1cc(OC)c(OC)cc1NC(=O)c1sc2nc(C)ccc2c1N,13
Cc1ccc(S(=O)(=O)NCC2CCN(C(C)C)CC2)cc1,-16
O=C(NCc1ccc2c(c1)OCO2)c1csc(-c2cnccn2)n1,-34
Cc1n[nH]c(C)c1CCC(=O)N1CCCC(Oc2cccnn2)C1 (configuration not stated),-8
O=C(Nc1cnn(C2CCOCC2)c1)c1ccc(=O)[nH]c1,9
O=C1CN(C(=O)C2CN(C(=O)c3c[nH]c4ccccc34)C2)CCN1,-7
CCOC(=O)N1CCc2c(sc(NC(=O)CSc3ccc(Cl)cc3)c2C(N)=O)C1,13
Cc1ccc2nc(N(Cc3ccccn3)C(=O)c3cccc(S(C)(=O)=O)c3)sc2c1,-10
CCOc1ccc(N2C[C@@H](NS(=O)(=O)c3cccnc3)CC2=O)cc1,-14
COc1ccc(-c2cn3cccnc3n2)cc1NC(=O)CSCc1ccccc1,-1
O=C(Cc1csc(NC(=O)c2ccccc2)n1)Nc1cccc(C(F)(F)F)c1,-16
CC(C)CCN1C(=O)C(C)(C)COc2ccc(NC(=O)c3ccc(Br)o3)cc21,-3&24
CCn1nc(C(=O)Nc2nc3ccccc3s2)cc1C,-26
Cc1cccc(CS(=O)(=O)N2CCC(Oc3ccc(C#N)cn3)CC2)c1,-5
COc1ccc(C=Nn2c(-c3n[nH]c4c3CCC4)n[nH]c2=S)c(OC)c1OC,-3
NC(=O)NN=Cc1ccc(-n2nncc2-c2ccc(Cl)cc2)cc1,-13
COc1cc(-c2ccc(=O)n(CC(=O)Nc3ccc(F)cc3F)n2)cc(OC)c1OC,-6
COC(=O)c1ccc(-c2csc(NC(=O)c3nc4ccccc4s3)n2)cc1,-4
COc1ccc(NC(=O)Cc2cn(Cc3ccccc3)c3ccccc23)cc1OC,5&6
CCc1ccc(S(=O)(=O)NCC2(c3cccs3)CCCC2)s1,-24
CCOc1cc(C=NNC(=O)C(O)(c2ccccc2)c2ccccc2)ccc1OC(=O)c1ccco1,0
Cc1cc(=O)[nH]c(-n2nc(C3CC3)cc2NC(=O)COc2ccc(Cl)cc2Cl)n1,-11
COc1ccc2nc(NC(=O)CCS(=O)(=O)Cc3ccccc3)sc2c1,-2

# Part of the list above, tab-delimited:
SMILES	SSB-PriA inh
CCOC(=O)N1CCc2c(sc(NC(=O)CSc3ccc(Cl)cc3)c2C(N)=O)C1	13
Cc1ccc2nc(N(Cc3ccccn3)C(=O)c3cccc(S(C)(=O)=O)c3)sc2c1	-10
CCOc1ccc(N2C[C@@H](NS(=O)(=O)c3cccnc3)CC2=O)cc1	-14
COc1ccc(-c2cn3cccnc3n2)cc1NC(=O)CSCc1ccccc1	-1
O=C(Cc1csc(NC(=O)c2ccccc2)n1)Nc1cccc(C(F)(F)F)c1	-16
CC(C)CCN1C(=O)C(C)(C)COc2ccc(NC(=O)c3ccc(Br)o3)cc21	-3&24
CCn1nc(C(=O)Nc2nc3ccccc3s2)cc1C	-26
Cc1cccc(CS(=O)(=O)N2CCC(Oc3ccc(C#N)cn3)CC2)c1	-5
COc1ccc(C=Nn2c(-c3n[nH]c4c3CCC4)n[nH]c2=S)c(OC)c1OC	-3
NC(=O)NN=Cc1ccc(-n2nncc2-c2ccc(Cl)cc2)cc1	-13
COc1cc(-c2ccc(=O)n(CC(=O)Nc3ccc(F)cc3F)n2)cc(OC)c1OC	-6
COC(=O)c1ccc(-c2csc(NC(=O)c3nc4ccccc4s3)n2)cc1	-4
COc1ccc(NC(=O)Cc2cn(Cc3ccccc3)c3ccccc23)cc1OC	5&6
CCc1ccc(S(=O)(=O)NCC2(c3cccs3)CCCC2)s1	-24
CCOc1cc(C=NNC(=O)C(O)(c2ccccc2)c2ccccc2)ccc1OC(=O)c1ccco1	0
Cc1cc(=O)[nH]c(-n2nc(C3CC3)cc2NC(=O)COc2ccc(Cl)cc2Cl)n1	-11
COc1ccc2nc(NC(=O)CCS(=O)(=O)Cc3ccccc3)sc2c1	-2

# Remaining list, next part
SMILES,SSB-PriA inh
Cc1ncn(CC(=O)NCc2sc3nc(-c4ccc(F)cc4)cn3c2C)c(=O)c1C,-30
O=C(COc1ccccc1F)Nc1ccc2c(c1)N(C(=O)C1CC1)CC2,-7&-2
CCCOc1ccc(-c2noc(Cc3nc(-c4cccs4)cs3)n2)cc1,-42
CCCCOCCCn1c(NS(=O)(=O)c2ccc(F)cc2)c(S(=O)(=O)c2ccc(C)cc2)c2nc3ccccc3nc21,67*
O=C(NC1CCCC1)C(=O)N1CCN(Cc2ccccc2)CC1,-23
Cc1sc2nc(SCC(=O)Nc3ccc(S(N)(=O)=O)cc3)n(-c3ccccc3)c(=O)c2c1C,-3
CCOC(=O)N1CCC(NC(=O)CCc2csc(NC(=O)c3ccco3)n2)CC1,-2
COc1ccc(Br)c(C(=O)NCCc2cc(C)no2)c1,-11
O=C(Nc1ccc(F)c(F)c1)c1ccc(=O)n(Cc2ccccc2Cl)c1,-2
C[C@@](O)(CNC(=O)C(=O)Nc1cccc(N2CCCCC2=O)c1)Cc1ccco1,-18
Cn1cc(S(=O)(=O)NC[C@](C)(O)c2ccc(-c3ccccc3)cc2)cn1,-6
O=C(O)CCC(=O)N1N=C(c2ccco2)CC1c1ccc2nccnc2c1 (configuration not stated),-2
CCCc1nnsc1C(=O)NCc1cnn2c1CCCC2,1
Cc1c(C(=O)CN2C(=O)c3ccccc3O[C@@H](C(C)C)C2=O)cnn1-c1ccccc1,-12
CN(C)c1ccc(NC(=O)CCc2csc(NC(=O)Nc3ccccc3)n2)cc1,12
CCN(CC)S(=O)(=O)c1cccc(C(=O)NN=C2CC(=O)CC(C)(C)C2)c1,-16
CN(C)c1ccc(O[C@H]2CCN(C(=O)CCn3ccc(=O)[nH]c3=O)C2)nn1,-6
CCOC(=O)c1ccc(NC(=O)[C@H]2C(=O)CN(c3ccccc3)C2=O)cc1,-18
COc1ccc(-c2csc(NC(=O)c3cccc(SC)c3)n2)cc1C,10
Cc1nn(CC(N)=O)c(=O)c2c1cnn2C(C)(C)C,-4
Cc1c(Cl)ccc2sc(N(Cc3ccccn3)C(=O)COc3ccccc3F)nc12,-19&12
O=C(c1cc2ccccc2s1)N1CC[C@H](Oc2cnccn2)C1,1
O=C(Cc1cccc2ccccc12)NCCc1ccoc1,3
Cc1n[nH]c(=O)c2c1cnn2-c1ccc(F)cc1,-11
Cc1c(N2C(=O)C(=O)C(=C(O)c3ccccc3)C2c2ccc(F)cc2)c(=O)n(-c2ccccc2)n1C (configuration not stated),-17
CC1C(=O)N2CCCc3cc(NC(=O)c4ccc(F)c(F)c4)cc1c32 (configuration not stated),-18
O=C(Nc1cccs1)N(CCc1cccs1)Cc1ccoc1,-2
COc1ccc(S(=O)(=O)C2CN(C(=O)c3ccccc3Cl)C2)cc1,-14
CCCCNC(=O)CON=C(C)c1cc2ccccc2o1,-1
O=C(NC[C@H](O)c1csc2ccccc12)C(=O)Nc1ccccc1C(F)(F)F,-4
O=[N+]([O-])c1cc(F)c(N2CCCC2)cc1N1CCc2ccccc2C1,33
O=C(Cn1nc(C(=O)N2CCOCC2)cc1C1CC1)Nc1cccc(C(F)(F)F)c1,6
CN(CC#CCNC(=O)c1ccc(Cl)cc1Cl)Cc1ccccc1,1
CNC(=O)C(=O)Nc1ccccc1SC,-25
O=C(c1cc2ccccc2[nH]1)N1CC(N2C(=O)C3CC=CCC3C2=O)C1 (configuration not stated),-12
